miR-122 sensor = blocks miR-122 activity in Huh7 sensor cells; Huh7 miR-122 Renilla luciferase sensor, 48 h; neutral wells = 0, positive control = 100; activation (reporter increase), % at 12.5 µM; 340,000 compounds, 0.3% hits; AID 602342;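 active means mean replicate activation score at least 90 and every replicate individually at or above 90; inconclusive means only one of the two criteria met; inactive means neither criterion met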;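 further: higher luciferase means less miR-122 activity so hits act as miR-122 inhibitors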
DENV2 CPE rescue = protects cells from dengue virus 2 cytopathic effect; DENV2-infected cells, cytopathic effect rescue, plate reader; CPE inhibition, % at 9.99 µM; 350,000 compounds, 1.7% hits; in the data active means CPE inhibition above about 20%, passing the limit was not always enough; inconclusive means no clear call, values can overlap the other calls; tested in BHK-21 cells;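 further: 0% = median of neutral control wells and 100% = median of positive control wells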
GSIS activator = primary screen for activators of insulin secretion dependent on glucose, INS-1E cells, GLuc reporter luminescence; INS-1E GLuc reporter insulin secretion, 2-3 h; activation, % at 16.6 µM; 370,000 compounds, 0.61% hits; AID 743287;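 active means lowest replicate activation of at least 40%, so every replicate reaches that level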;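 further: 0% = median of neutral control wells and 100% = median of IBMX positive control wells; some compounds called inactive have numbers as strong as hits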
PAX8 reporter = inhibitors of PAX8 transcriptional activity in RMG-I cells | RMG-I TPO-luciferase reporter, SteadyGlo, 24 h | inhibition, % at 12.6 µM | 360,000 compounds, 1.2% hits | AID 652154;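 active means mean replicate inhibition at least 60% with every replicate also reaching 60%; inconclusive means only one of the two criteria is met; inactive means mean below 60% and not all replicates reaching 60%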;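 further: luciferase light reporting Pax8 driven TPO promoter activity; plate controls were median of neutral control wells for no effect and mitoxantrone controls for full effect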
CFTR F508del cor = CFTR F508del correction in bronchial cells | CFBE cells, YFP halide quenching; stimulated with forskolin plus potentiator P3; % fluorescence drop versus neutral controls | activity (quench increase), % at 7.58 µM | AID 720511 | 350,000 compounds, 0.36% hits;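 active means mean added fluorescence quench of at least 8% versus neutral control, with both replicates also reaching 8%; inconclusive means only one of the mean or replicate conditions met; inactive means mean below 8% and not both replicates reaching 8%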;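 further: cells transiently co-express mutant CFTR-F508del with the halide-sensitive YFP; corrector assay measuring rescue of mutant channel to the surface after 24 h compound exposure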
EWS-Fli inh = EWS/Fli transcriptional activity inhibition; A673 NR0B1-luciferase reporter, viability-normalised; inhibition, % at 12.6 µM; 350,000 compounds, 0.67% hits; AID 651661;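 active means mean inhibition of at least 50% after viability correction, with every replicate also passing that limit; inconclusive means mean reaches 50% but only one of two replicates passes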;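 further: firefly luciferase signal divided by Alamar Blue viability fluorescence both relative to DMSO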
FN deposit inh = fibronectin deposition inhibition; AH1F fibroblasts, Alexa488-fibronectin deposition fluorescence, overnight; inhibition, % at 12.6 µM; 350,000 compounds, 0.086% hits; AID 743247;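 active means mean inhibition across replicates of 30% or more, regardless of how many single replicates reach that level; inconclusive means mean under 30% yet at least half of replicates reach 30%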;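 further: positive control wells lacked labelled fibronectin entirely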
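Assay system: AH1F fibroblasts assembling fluorescent fibronectin matrix; Amount: 10000 AH1F cells per well; Buffer or medium: DMEM, 2% serum; Probe or stimulus: Alexa488-fibronectin, 24 nM final in well; Doses: single compound dose, delivered by pin transfer; Incubation: 1 h adhesion, overnight exposure; Measured by: fluorescence 485/525 nm; Read-out: fibronectin deposition inhibition.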
The depositor's hits bear a star; ? = inconclusive; nt = no result given; [ ] = dose if it differs, or a comment.

SMILES | miR-122 sensor | DENV2 CPE rescue | GSIS activator | PAX8 reporter | CFTR F508del cor | EWS-Fli inh | FN deposit inh
CCN(C(=O)COC(=O)c1ccccc1O)c1nc2ccccc2s1 | -4 | 11 | nt | 6 | 0.2 | 9 | -17
C[C@H](CO)N1C[C@H](C)[C@H](CN(C)C(=O)C2CC2)OCc2ccccc2-c2ccccc2C1=O | nt | -2 | 16 | -13 | -2.2 | -4 | -1
Cc1ccc2nc(SCC(=O)Nc3ccc(Br)cc3)nc(=O)n2c1 | -2 | 11 | 3 | -22 | 1.6 | -12 | -7
Cc1cc(-c2csc(NC(=O)c3ccccc3C(F)(F)F)n2)c(C)n1Cc1ccccc1 | 5 | nt | 24 | -5 | nt | nt | -10
C[C@H](CO)N1C[C@H](C)[C@@H](CN(C)S(C)(=O)=O)OCCCC[C@H](C)Oc2ccc(NC(=O)Nc3cccc4ccccc34)cc2C1=O | 3[16.7 µM] | -7 | -6 | 0 | 1.2 | 8 | nt
C[C@H]1CCCCO[C@H](CN(C)S(=O)(=O)c2cn(C)cn2)[C@@H](C)CN([C@@H](C)CO)C(=O)c2cc(NC(=O)Nc3cccc4ccccc34)ccc2O1 | 0[16.7 µM] | 2 | -12 | 16 | -0.7 | 8 | -15
COc1ccc(S(=O)(=O)N2CCC(O)(c3ccc(Cl)cc3)CC2)cc1OC | -2 | -8 | -6 | 22 | -14 | 9 | 5
CCN(CC)C(=S)NC(=O)c1ccc(OC)c(Br)c1 | 4 | nt | 5 | 7 | nt | nt | 6
COc1ccc(C(=O)N2CCCCC2c2cc(C(=O)Nc3ccc(OC)cc3C)no2)cc1 (centres undefined) | 7 | 14 | -5 | 18 | -1.9 | -2 | 5
Cc1nn(CC(=O)NCCc2ccccc2)c(C)c1[N+](=O)[O-] | 0 | -10 | 10 | 5 | 4.4 | 6 | 1
O=C(CSc1nnc(NC(=O)C2CC(=O)N(c3ccccc3)C2)s1)NC1CCCC1 (centres undefined) | -2 | -9 | -4 | 3 | -0.1 | 1 | nt
COC(=O)c1ccccc1CC1Cc2cc3c(cc2C1=O)CCC3 (centres undefined) | 15 | -2 | nt | -123 | -0.6 | 9 | 1
C[C@@H]1CN([C@H](C)CO)C(=O)c2cccc(NS(=O)(=O)c3ccccc3)c2O[C@@H]1CN(C)Cc1ccc(Oc2ccccc2)cc1 | 8[16.7 µM] | -3 | -15 | -10 | 0.0 | -3 | nt
O=C(N/N=C\c1ccccc1)c1ccccc1-n1cccc1 | nt | 4 | 1 | -1 | 0.5 | 2 | 5
Cc1nc2ccccc2n1C1CCN(CC(=O)NCc2ccc(F)cc2)CC1 | -5 | -3 | 12 | nt | -2.7 | 11 | nt
Cc1noc(C)c1S(=O)(=O)N(C)C[C@@H]1Oc2ccc(NC(=O)Nc3ccccc3)cc2CC(=O)N([C@@H](C)CO)C[C@@H]1C | 4[16.7 µM] | nt | -13 | -9 | -0.8 | -13 | nt
O=C(Nc1nc2ccccc2[nH]1)C1CCCC1 | 0 | 1 | 33 | -156 | -1.8 | -61 | -5
O=C(C[C@@H]1CC[C@H](NS(=O)(=O)c2ccccc2)[C@H](CO)O1)NCCN1CCCCC1 | nt | -2 | -1 | -17 | -0.7 | 2 | nt
COc1ccc(-c2cc(=O)[nH]c(=S)[nH]2)cc1 | 1 | 4 | nt | 0 | 1.9 | 8 | 2
CC(C)(C)NC(=O)C(c1ccc(C#N)cc1)n1c(=O)c(-c2ccco2)nc2ccccc21 (centres undefined) | nt | ? | -13 | 5 | -2.3 | -2 | -4
CCCNC(=O)N(C)C[C@H]1Oc2ncc(C#CC3(O)CCCC3)cc2C(=O)N([C@H](C)CO)C[C@@H]1C | 38[16.7 µM] | -1 | -7 | 5 | 3.2 | 12 | nt
COC1OC(COC(=O)c2ccccc2)C(OC(=O)c2ccccc2)C1OC(=O)c1ccccc1 (centres undefined) | 6 | -1 | 25 | 25 | 2.0 | -2 | -4
CCCCC(=O)N(C)c1c(CC)nc2c(OCCOc3ccccc3)cccn12 | -6 | -11 | -9 | -16 | 0.3 | -1 | -4
Cc1noc(C)c1S(=O)(=O)N(C)C[C@@H]1Oc2c(NC(=O)c3nc4ccccc4s3)cccc2C(=O)N([C@@H](C)CO)C[C@@H]1C | 67[16.7 µM] | 17 | 1 | nt | -4.6 | -1 | -6
OCCCNc1nnc(-c2ccccc2)c2ccccc12 | 0 | 0 | nt | -13 | -0.7 | -2 | 6
C[C@H]1CN([C@@H](C)CO)C(=O)Cc2cc(NC(=O)NC3CCCCC3)ccc2O[C@H]1CN(C)S(C)(=O)=O | 1[16.7 µM] | 8 | 11 | 1 | -0.6 | 3 | nt
C[C@H]1CN([C@@H](C)CO)S(=O)(=O)c2ccc(C3=CCCCC3)cc2O[C@H]1CN(C)C(=O)c1ccccc1 | 4[16.7 µM] | 5 | -4 | nt | -0.5 | 9 | -7
C[C@H]1CN([C@@H](C)CO)C(=O)Cc2cc(NS(=O)(=O)c3cccs3)ccc2O[C@H]1CN(C)S(=O)(=O)c1cn(C)cn1 | -4 | 2 | 16 | 0 | -2.2 | 3 | -6
N#C[C@@H]1[C@H](c2ccc(C3=CCCCC3)cc2)[C@H](CO)N1C(=O)c1ccccn1 | nt | 0 | 9 | -13 | -1.1 | 3 | -5
Cc1ccc(C(=O)CSc2nc(C)cc(SCc3nnc(-c4ccccc4)o3)n2)cc1 | 1 | nt | nt | -12 | nt | nt | 5
COc1ccc(NC(=O)CCNC(=O)c2ccco2)cc1OC | 0 | 2 | 37 | 7 | -1.1 | 1 | -11
COCCN(CC(=O)Nc1cccc(C)c1C)C(=O)C1(c2ccc(Cl)cc2)CCC1 | 3 | -4 | -64 | 49 | 0.1 | 7 | -3
O=C(Nc1ccc(N2CCOCC2)nc1)c1ccc(C(F)(F)F)cc1 | nt | nt | -3 | -4 | -1.2 | 3 | nt
N/C(=N\OC(=O)/C=C/c1ccccc1Cl)c1ccccn1 | nt | -2 | 3 | 19 | 2.0 | 42 | -11
CC(CC(=O)O)CC(=O)Nc1cc([N+](=O)[O-])ccc1O (centres undefined) | -4 | 2 | 2 | 11 | -1.8 | -2 | -2
C[C@H](CO)N1C[C@H](C)[C@@H](CN(C)C(=O)Nc2cccc3ccccc23)Oc2c(NC(=O)C3CCCCC3)cccc2C1=O | -5[16.7 µM] | -17 | -1 | 5 | -0.1 | 4 | nt
Cc1ccc(S(=O)(=O)c2cn(CC(=O)Nc3ccccc3)c3ccc(F)cc3c2=O)cc1 | 1 | -8 | -2 | 16 | 2.2 | -59 | 6
CCn1c(CNc2ccc(F)cc2)nnc1SCC(=O)Nc1ccc(OC)cc1OC | 1 | nt | -4 | nt | 1.6 | 0 | nt
CCN(C(=S)Nc1cccnc1)c1cccc2ccccc12 | nt | -2 | -7 | 8 | 1.5 | 0 | nt
Cc1cc(C)cc(Cn2cc(CN3CC(N4CCN(CCN(C)C)CC4)CS3(=O)=O)nn2)c1 (centres undefined) | nt | 7 | 12 | -13 | 0.0 | -7 | -3
COc1ccc(S(=O)(=O)N(C)C[C@@H]2OCCCC[C@H](C)Oc3ccc(NC(=O)Nc4c(C)noc4C)cc3C(=O)N([C@@H](C)CO)C[C@@H]2C)cc1 | -4[16.7 µM] | nt | -5 | -7 | -0.7 | 0 | 2
CCOC(=O)[C@]12CCC=C1N(Cc1ccccc1)C(=O)[C@H](CC(=O)NCc1cccc3ccccc13)C2 | nt | 4 | -9 | 5 | -0.9 | -7 | nt
Cc1noc(C)c1S(=O)(=O)N(C)C[C@@H]1Oc2ccc(NC(=O)Nc3ccc4c(c3)OCO4)cc2CC(=O)N([C@@H](C)CO)C[C@H]1C | nt | 13 | -25 | -1 | -3.7 | nt | nt
Cc1cccc(C)c1N1CCN(S(=O)(=O)N(C)C)CC1 | -2 | 4 | -30 | -22 | -2.3 | -4 | 11
COc1ccc(N(CC(=O)NCc2ccco2)C(=O)CNS(=O)(=O)c2ccc(Cl)cc2)cc1 | -1 | -7 | -8 | -6 | -1.1 | 3 | 2
CCCCOc1ccc(N2C(N)=NC(N)=NC23CCCCC3)cc1 | -3 | nt | nt | 31 | 2.5 | 7 | -13
NC(=O)CCn1cnc2ccccc21 | nt | 3 | -1 | 2 | 0.4 | 10 | -3
COC(=O)CN1C(=O)N/C(=C/c2ccc(C)o2)C1=O | nt | nt | 48 | 16 | 0.6 | -3 | -7
CN(CC(=O)Nc1ccc(N2CCOCC2)cc1)CC(=O)Nc1ccc([N+](=O)[O-])cc1Br | nt | 0 | -5 | 8 | 1.5 | -12 | 11
CCc1ccc(-c2nc(CSCC(=O)N3CCN(c4ncccn4)CC3)c(C)o2)cc1 | 2 | 87* | -7 | 20 | 4.7 | 82* | 4

Following part
SMILES | miR-122 sensor | DENV2 CPE rescue | GSIS activator | PAX8 reporter | CFTR F508del cor | EWS-Fli inh | FN deposit inh
COc1ccc(NC(=O)c2[nH]ncc2[N+](=O)[O-])cc1 | nt | 9 | 12 | -38 | -1.4 | -19 | -2
COc1cc(/C=C2/C(=N)N3C=CSC3=NC2=O)ccc1OCCCOc1ccccc1C | -3 | 1 | -4 | nt | 1.4 | -70 | nt
Cc1ccc(CSCC(=O)N(C)CC(=O)Nc2c(Cl)cccc2Cl)cc1 | -5 | 11 | -9 | 5 | -3.4 | -10 | 1
CCC1(CC)C(=O)C2=C3C1[C@H](C(=O)OC)C=C(C(=O)OC)C[C@H]3[C@H]1C(=O)NC(=O)[C@H]1[C@H]2C (some centres undefined) | nt | 0 | -10 | 3 | -0.9 | 1 | -7
CCc1cccc(C)c1NC(=O)CSc1nnc(-c2ccco2)n1N | -1 | nt | nt | 8 | nt | nt | -1
NNc1nc(Nc2ccc([N+](=O)[O-])cc2)nc(N2CCCCCC2)n1 | 4 | -5 | 3 | -4 | 2.2 | -5 | -3
COc1ccc([C@H]2C[C@@H](n3cc(-c4ccc(F)cc4)nn3)[C@H](O)CN2Cc2cccs2)cc1 | 0 | -4 | -39 | 14 | -0.1 | -4 | 15
COC(=O)c1sccc1NC(=O)/C=C/C(=O)O | nt | nt | 5 | 1 | nt | nt | 3
Cc1cccc(S(=O)(=O)N2CCCCN3[C@H](CO)[C@@H](c4ccc(C#C[C@@H](C)O)cc4)[C@@H]3C2)c1 | 0[16.7 µM] | 20 | -2 | -3 | 1.1 | 1 | nt
C[C@@H]1CN([C@H](C)CO)S(=O)(=O)c2ccc(-c3ccccc3)cc2O[C@H]1CN(C)Cc1cccc(F)c1 | 14[16.7 µM] | 12 | 9 | nt | -2.7 | 27 | -10
CCOc1ccc(NC(=O)CNC(=O)c2nn(-c3ccc(OC)c(OC)c3)c(=O)c3ccccc23)cc1 | nt | 14 | 3 | 12 | 2.8 | -10 | -8
COc1ccc(CCC(=O)NCc2cnn(C)c2)cc1 | 4 | nt | 20 | nt | nt | nt | 2
O=C(NNC(=S)NC(=O)C12CC3CC(CC(C3)C1)C2)c1ccncc1 | nt | 4 | 2 | nt | -0.8 | 15 | nt
CN1CCN(C(=O)C[C@H]2C=C[C@H](NS(=O)(=O)c3cccc(F)c3)[C@@H](CO)O2)CC1 | -4[16.7 µM] | 3 | -3 | -3 | -0.2 | 4 | -6
CCN(C(=O)c1ccc(S(C)(=O)=O)cc1)C12CC3CC(CC(C3)C1)C2 | nt | 0 | nt | 6 | nt | -5 | 2

Taken from above:
For miR-122 sensor, `COc1ccc(CCC(=O)NCc2cnn(C)c2)cc1` is listed with 4
For DENV2 CPE rescue, `O=C(NNC(=S)NC(=O)C12CC3CC(CC(C3)C1)C2)c1ccncc1` is listed with 4
